# FUS yeast rescue: suppressors of FUS proteinopathy in yeast | S. cerevisiae FUS-expressing, growth rescue, OD600, 24 h | Potency, µM (doses to about 76.6 µM), inactives show top-dose growth rescue (activation), hits mostly activators | hit rate 0.24% among 390,000 | AID 1347120;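 further: plate controls were DMSO vehicle for no effect and reference control for full effect; nearly all actives have a fitted effect of over 55% in size; some results filed as inactive show a strong effect at the top dose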
#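 Restored growth of FUS-toxic S. cerevisiae, read as 600 nm absorbance after 24 h at 30C in galactose medium (starting OD 0.005). Controls CP55940 and DMSO.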
# Abeta rescue: restores growth of yeast expressing A-beta42 peptide | yeast expressing A-beta42, growth rescue, OD600, 48 h; response scale: 0% DMSO, 100% iron-clioquinol control | hit rate 0.063% among 410,000 | Potency, µM (highest dose often 46.1 µM), for inactives: at the highest dose growth rescue, actives largely listed as activators | AID 1347071; further: nearly all actives have a fitted effect of over 55% in size
#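 Growth rescue measured by 600 nm absorbance after 48 h yeast culture at 30 C with compound. Values normalized between DMSO and an equimolar ferric chloride plus clioquinol control.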
# An asterisk follows results filed as active; ? = inconclusive. The call rests on the fitted dose curve; in most records, active means well fitted activation curve with a large enough effect; inconclusive means small, poorly fitted or top-dose-only effect; inactive means no such curve, though single readings can be large or run the other way. Potency means the concentration at half of the fitted maximal effect. An excerpt; count on the stated rates, not on these rows.
SMILES,FUS yeast rescue,Abeta rescue
O=C(COc1ccc(Cl)cc1)NCCc1csc(-c2cccc(F)c2)n1,14%,-8%
Cc1ccc(N2CCN(C(=O)CCc3c(C)nc4c(c3C)c(=O)n(C)c(=O)n4C)CC2)c(C)c1,-29%,-7%
O=C(CSc1nnc2scc(-c3ccc(Cl)cc3)n12)Nc1ccc(F)cc1,0%,-2%
COc1ccccc1CNC(=O)Cn1nc(C)c2nn(-c3ccc(Cl)cc3)c(C)c2c1=O,43%,-2%
CCCCNC(=O)CSc1nc2cc3c(cc2c(=O)n1CCCC(=O)NCc1ccc(OC)cc1)OCO3,-2%,0%
CCOc1ccccc1C(=O)Nc1cc2c(cc1N1CCOCC1)n(C)c(=O)n2C,15%,-17%
COc1ccccc1-c1noc(CCCC(=O)NCc2ccco2)n1,-4%,-7%
COc1ccc(CNC(=O)CCC2N=C3c4ccccc4N=C(SCC(=O)NCCc4ccc(OC)c(OC)c4)N3C2=O)cc1 (centres undefined),16%,4%
COc1ccc(S(=O)(=O)NCCc2sc(-c3cccnc3)nc2C)cc1OC,1%,-6%
COC(=O)c1scc(-c2ccc(C)cc2)c1S(=O)(=O)N1CCN(c2ccc(F)cc2)CC1,29%,-2%
CN(C)c1ccc(C(CNC(=O)c2c(F)cccc2Cl)N2CCOCC2)cc1 (centres undefined),-28%,-15%
CCCS(=O)(=O)N1CC(=O)N(c2cccc(F)c2)C(C)(C(=O)NC2CCCCCC2)C1 (centres undefined),4%,-20%
Cc1cc(N2CCN(c3ccc(F)cc3)CC2)n2cnnc2n1,-6%,-1%
Cc1oc(-c2cccc(Cl)c2)nc1CSc1nncn2c1cc1occc12,-18%,8%
CCOC(=O)CN1C(=O)c2cccnc2Oc2ccccc21,-18%,-15%
Cc1ccc(CCNC(=O)c2cc3cc4cc(C)ccc4nc3s2)cc1,-27%,-2%
Cc1cc(S(=O)(=O)NCCc2csc(-c3cccc(F)c3)n2)ccc1F,-26%,?
Cn1c(=O)c2c(c3ccccc31)OC(=O)CC2c1cccc(Cl)c1 (centres undefined),15%,-26%
CC(C)Sc1ncc(Cl)c(C(=O)Nc2ccc(S(=O)(=O)N(C)c3ccccc3)cc2)n1,?,4%
Cc1cc(C)c(NC(=O)C(C)n2nnc3sc4c(c3c2=O)CCCC4)c(C)c1 (centres undefined),-1%,-10%
O=C(CSc1nc(O)c(C/C=C/c2ccccc2)c(=O)[nH]1)Nc1cccc(F)c1,2%,-9%
Cc1c(Cl)cccc1NC(=O)CCN1C(=O)c2ccccc2Sc2ncccc21,-3%,-7%
COc1cccc(CN2C(=O)c3ccccc3Sc3ccc(C(=O)NCCc4ccc(Cl)cc4)cc32)c1,36%,14%
CCc1ccc(NS(=O)(=O)c2ccc3[nH]c4c(c3c2)CCCCCC4)cc1,15%,11%
COc1ccc(Nc2c3c(nc4nncn24)CCC3)cc1Cl,-2%,1%

# Two of the compounds above, tab-delimited:
smiles	FUS yeast rescue	Abeta rescue
COc1ccccc1CNC(=O)Cn1nc(C)c2nn(-c3ccc(Cl)cc3)c(C)c2c1=O	43%	-2%
COc1ccc(Nc2c3c(nc4nncn24)CCC3)cc1Cl	-2%	1%

# The listing continues:
SMILES,FUS yeast rescue,Abeta rescue
CC(=O)N1CCc2cc(CNS(=O)(=O)c3ccc(F)cc3)ccc21,-2%,5%
COc1ccccc1N1CCN(c2ncnc3c2nc2n3CCCC2)CC1,15%,-16%
COC(=O)c1ccc(NC(=O)c2c(-c3ccccc3)c(-c3ccccc3)nn(C)c2=O)cc1,-3%,4%
COCCCNc1nc2c(c(=O)[nH]c(=O)n2C)n1CC(O)COc1ccc(Cl)cc1 (centres undefined),-14%,-7%
CCOC(=O)c1c(C)oc2ncnc(N3CCN(c4cccc(Cl)c4)CC3)c12,-3%,-21%
CCOC(=O)c1cccc(NC(=O)C(C)n2c(C)c3cnn(-c4ccccc4)c(=O)c3c2C)c1 (centres undefined),40%,-22%
COc1ccc(CC(=O)NCCc2sc3nc(-c4ccc(OC)cc4)nn3c2C)cc1,0%,2%
COc1cc(NC(=O)CN2C(=O)C(c3ccc(Cl)cc3)=NC23CCCCC3)cc(OC)c1,-9%,12%
CCCN(CCC)CCNC(=O)Cn1cnc2sc(C)c(S(=O)(=O)N3CCC(C)CC3)c2c1=O,-17%,-5%
Cc1ccc(C(=O)CC2(O)C(=O)N(CCc3ccccc3)c3ccc(Br)cc32)cc1 (centres undefined),36%,11%
COc1ccc(Cn2c(CCC(=O)Nc3ccc(Br)c(C)c3)nc3cccnc32)cc1,-1%,?
CCc1ccc(S(=O)(=O)c2nnn3c2nc(NC(C)C)c2sccc23)cc1,-10%,-6%
Cc1cccc(NC(=O)CSc2nc3c([nH]c4ccccc43)c(=O)n2-c2ccc(F)cc2)c1C,5%,-3%
CCOc1ccc(CNC(=O)c2ccc3nc(Cc4ccc(OC)cc4)oc3c2)cc1OC,18%,-2%
CC(C)c1ccc(S(=O)(=O)Nc2ccc(O)c(Sc3nc4ccccc4s3)c2)cc1,31%,6%
Cc1ccccc1NC(=O)CSc1nc(=O)n(CCN2CCOCC2)c2c1CCC2,4%,-4%
CCOc1ccccc1NC(=O)c1c(NC(=O)c2ccccc2C)sc2c1CCC(C)C2 (centres undefined),12%,1%
O=C(NCCCN1CCN(c2ccc(F)cc2)CC1)c1cc2c(Cl)nc3ccccc3c2s1,5%,-1%
O=S1(=O)c2ccccc2N(Cc2ccccc2F)c2ccccc21,0%,-20%
COc1cc(C2SC[C@H]3C(=O)N(c4ccccc4)C(=O)N23)cc(OC)c1OC (some centres undefined),8%,1%
CCN1C(=O)c2ccccc2S(=O)c2ccc(C(=O)N3CCN(c4cc(Cl)ccc4C)CC3)cc21 (centres undefined),?,2%
CC1(C)C(=O)N(CC(=O)Nc2ccc(Br)cc2F)c2ccccc21,21%,16%
COc1ccc(-c2nc(SCC(=O)NC3CCCC3)c(-c3ccccc3)[nH]2)cc1OC,21%,-6%
COc1ccc(-c2cc3nc(C)c(CCC(=O)N4CCN(c5ccc(F)cc5)CC4)c(C)n3n2)c(OC)c1,15%,-25%
O=C(/C=C\c1ccc2c(c1)OCO2)NC1CC(=O)N(c2ccc(F)cc2)C1 (centres undefined),0%,-17%
# Later entries
SMILES,FUS yeast rescue,Abeta rescue
COc1ccc(N(C)C(=O)c2nc(-c3cccc(F)c3)n3c2CCCCC3)c(OC)c1,1%,4%
CCc1ccccc1-n1nnc(-c2nc(-c3ccccc3F)no2)c1C,-9%,-14%
COc1ccc(C(=O)Nc2ccc(-c3nc4ncccc4o3)cc2)cc1,8%,-5%
Cc1c(C(=O)Nc2ccccc2Br)oc2ccc(S(=O)(=O)N3CCOCC3)cc12,12%,-12%
Cc1ccc(-c2noc(C(C)NS(=O)(=O)c3ccc(C)cc3)n2)cc1 (centres undefined),-3%,-1%
COC(=O)c1cc2occc2n1Cc1nc(-c2ccc(C)cc2)oc1C,17%,5%
CCOc1cc(CNC(=O)C2CCN(c3nc4ccccc4[nH]3)CC2)cc(OCC)c1OCC,15%,-6%
COCCNC(=O)c1ccc(NC(=O)N2CCCCc3ccccc32)cc1,13%,-1%
COc1cc(C(=O)N2CCC(c3nc4ccccc4o3)CC2)cc(OC)c1OC,12%,-4%
CCCN(CCC)C(=O)Cn1c(=O)n(-c2ccc(C)cc2)c(=O)c2ccc(C(=O)NCc3ccccc3Cl)cc21,4%,-4%
Cc1cccc(N2CCN(C(=O)c3ccc4nc(N5CCC(C)CC5)sc4c3)CC2)c1C,35%,-2%
CC1CCC(N2CC(=O)N(C3CCCCC3)C(c3ccc(F)cc3)C2=O)CC1 (centres undefined),13%,0%
Cc1ccc(C)c(CSc2cn(CC(=O)N3CCCCCC3)c3ccccc23)c1,4%,2%
CCOc1ccc(CCNC(=O)c2cn(-c3cccc(OC)c3)c(=O)c3ccccc23)cc1,-6%,2%
CCCc1nnc(NC(=O)Cc2coc3cc(C)cc(C)c23)s1,8%,19%
Cc1ccc2cc3cc(C(=O)Nc4ccc(F)cc4Cl)oc3nc2c1,-18%,-16%
COc1cccc(-c2ccc3c(N)c(C(=O)Nc4cc(F)ccc4F)sc3n2)c1,12%,-1%
Cc1cc(C)n(CCc2nc3c4ccccc4nc(N4CCN(c5ccccc5)CC4)n3n2)n1,1%,-12%
CC(=O)Nc1cccc(NC(=O)CSc2nccn2C2CCCC2)c1,-15%,-12%
CCC(CC)c1nn2c(=O)cc(COc3ccc(NC(=O)c4cccc(C)c4)cc3)nc2s1,-18%,7%
COc1cccc(CNC(=O)Cn2c(=O)ccc3cc(S(=O)(=O)N4CCC(C)CC4)ccc32)c1,35%,-11%
CC1(C(=O)Nc2ncc(Cc3ccc(Br)cc3)s2)Cc2ccccc2C(=O)O1 (centres undefined),?,14%
CCCCNC(=O)CSc1nc2cc3c(cc2c(=O)n1CCCCCC(=O)NCc1ccc(OC)cc1)OCO3,-8%,-9%
COc1ccc(CCN2C(=O)N(c3ccc(C)cc3)C(=O)C2CC(=O)Nc2ccc(OC)cc2)cc1 (centres undefined),5%,-2%
Cc1ccn2c(c1)nc(=O)c1cc(S(=O)(=O)N3CCC(C)CC3)c(Cl)cc12,-19%,-9%

# Five records picked at random from the list so far, as already listed:
SMILES,FUS yeast rescue,Abeta rescue
COc1cccc(CNC(=O)Cn2c(=O)ccc3cc(S(=O)(=O)N4CCC(C)CC4)ccc32)c1,35%,-11%
Cc1ccn2c(c1)nc(=O)c1cc(S(=O)(=O)N3CCC(C)CC3)c(Cl)cc12,-19%,-9%
COc1ccc(C(=O)Nc2ccc(-c3nc4ncccc4o3)cc2)cc1,8%,-5%
COc1ccc(CCN2C(=O)N(c3ccc(C)cc3)C(=O)C2CC(=O)Nc2ccc(OC)cc2)cc1 (centres undefined),5%,-2%
CCOc1ccc(CCNC(=O)c2cn(-c3cccc(OC)c3)c(=O)c3ccccc23)cc1,-6%,2%

# Shown with each value named: part of the list above
mol: Cc1c(C(=O)Nc2ccccc2Br)oc2ccc(S(=O)(=O)N3CCOCC3)cc12
  FUS yeast rescue: 12%; Abeta rescue: -12%

mol: Cc1ccc(-c2noc(C(C)NS(=O)(=O)c3ccc(C)cc3)n2)cc1 (centres undefined)
  FUS yeast rescue: -3%; Abeta rescue: -1%

mol: COC(=O)c1cc2occc2n1Cc1nc(-c2ccc(C)cc2)oc1C
  FUS yeast rescue: 17%; Abeta rescue: 5%

mol: CCOc1cc(CNC(=O)C2CCN(c3nc4ccccc4[nH]3)CC2)cc(OCC)c1OCC
  FUS yeast rescue: 15%; Abeta rescue: -6%

# (more compounds)
SMILES,FUS yeast rescue,Abeta rescue
COc1ccc(CCNC(=O)CCn2c(=O)c3ccccc3n(Cc3ccccc3F)c2=O)cc1OC,24%,-9%
O=C(Nc1ccc(S(=O)(=O)Nc2ccccc2)cc1)N1CCCC1,-17%,-7%
COc1ccc(C(=O)N2CCC(c3nc4ccccc4s3)CC2)cc1Cl,41%,-13%
COc1ccc(N2CCN(C(=O)CCS(=O)(=O)c3cc(Br)cc4c3N(C(=O)C3CC3)CC4)CC2)cc1,11%,-3%
Cc1c(Cl)cccc1NC(=O)c1ccc2c(c1)nnn2C1CCCC1,-4%,-18%
COc1ccc(C)cc1NC(=O)c1oc2ccc(S(=O)(=O)N(C)C3CCCCC3)cc2c1C,-2%,-1%
O=c1c2oc3ccccc3c2n(Cc2ccc(F)cc2)c(=O)n1Cc1ccco1,0%,-2%
CN(C(=O)c1cc2nc(-c3ccco3)cc(C(F)(F)F)n2n1)c1ccc(OC(F)(F)Cl)cc1,-1%,0%

# Assay outcomes: PubChem BioAssay, National Center for Advancing Translational Sciences (NCATS)
